TSHR antagonist: human thyrotropin receptor antagonism; TSHR-expressing cells, TSH-stimulated cAMP HTRF, 2 h; hits give low values; activity change, negative = inhibition, % at 11.5 µM; 330,000 compounds, 0.2% hits;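 active = activity change below a set negative limit, meaning inhibition stronger than a set level, cut at about -70% in these data; inconclusive = activity change between two set negative limits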; note: % is set by controls: 0 for no effect and ±100 for the full control effect
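Competitive HTRF cAMP read-out (cryptate anti-cAMP antibody, cAMP-d2; 30 min, room temperature) in freshly harvested TSHR cells. Compounds added before TSH at EC80 (4nM final), followed by 2 hours' incubation at 37 deg C.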
B2AR arrestin: beta2AR (human) beta-arrestin recruitment activity; 330,000 compounds, 0.02% hits; beta-arrestin recruitment to beta2AR, cell-based reporter; AID 492947; P07550; Potency, µM (doses to about 46.1 µM), for the others: at the highest dose activation, usual class: activators;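 note: potency is the fitted concentration of half-maximal effect; 0% = DMSO controls and full agonism = EC100 isoproterenol or metaproterenol; nearly all actives have a fitted effect of over 65% in size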
uPA surface inh: cell surface uPA generation inhibition; Potency, µM (highest dose often 38.3 µM), without a hit: at the top dose activity change, negative = inhibition, actives largely listed as inhibitors; cell surface uPA generation assay, qHTS; 330,000 compounds, 0.31% hits; AID 540303; active = well fitted inhibition curve with a large enough effect; inconclusive = small, poorly fitted or top-dose-only effect; inactive = no such curve, though single readings can be large or run the other way; tested in mouse RAW 264.7 cells; note: potency is the fitted concentration of half-maximal effect; % is set by controls: 0 for no effect and ±100 for the full control effect; nearly all actives have a fitted effect of over 55% in size
TCR act: T cell receptor activation. Potency, µM (series often up to 9.22 µM), for inactives: at the top dose activation of IL-2 secretion, hits mostly activators. 330,000 tested, under 10 active. AID 504894. primary human leukocytes, anti-CD3, IL-2 HTRF, 48 h; note: % of control where 0% means no effect
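TCR engagement came from a-CD3 beads alone, with compounds added to primary human leukocytes for 48 hr. Secreted IL-2 bridged europium cryptate- and d2-labelled anti-IL-2 antibodies, giving FRET emission at 665nm after 320nm excitation.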
ELG1 repair inh: inhibitors of ELG1-dependent DNA repair in HEK293T cells | HEK293T ELG1-luciferase reporter, luminescence, 16 h; DNA damage induced by 5-fluorouridine | AID 504467 | Potency, µM (titrated, usually from 46.1 µM), inactives show at the highest dose activity change, negative = inhibition, actives largely listed as inhibitors | 330,000 compounds, 2.3% hits; note: potency is the fitted concentration of half-maximal effect; % is set by controls: 0 for no effect and ±100 for the full control effect; nearly all actives have a fitted effect of over 55% in size
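Overnight (16 hr) co-exposure of 2,000 cells/well to 5-fluorouridine and compound at 37 °C preceded detection. Luciferase was quantified via ONE-Glo luminescence; loss of signal denotes inhibition.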
Mito fusion yeast: inhibitors of mitochondrial division or activators of mitochondrial fusion; S. cerevisiae fusion-defective mutant growth rescue, CellTiterGlo 48 h; 320,000 compounds, 0.23% hits; AID 485298; Potency, µM (highest dose often 46.1 µM), for the others: top-dose growth rescue (activation), hits mostly activators;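 note: potency is the fitted concentration of half-maximal effect; % of control where 0% means no effect; nearly all actives have a fitted effect of over 45% in size; temperature-sensitive fusion mutants such as fzo1-1 at 37 °C on non-fermentable ethanol glycerol medium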
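S. cerevisiae fusion-defective temperature-sensitive mutants (e.g. fzo1-1, mgm1-5) grown 48 h at 37C in YPEG (ethanol/glycerol non-fermentable) medium with 23 nl compound per well; growth rescue read as CellTiterGlo luminescence.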
Eya2 phos inh: blocks the phosphatase activity of human Eya2 | Potency, µM (top dose mostly 76.9 µM), for the others: at the highest dose activity, negative = inhibition, hits mostly inhibitors | 330,000 compounds, 0.006% hits | recombinant Eya2, OMFP fluorescence dephosphorylation (OMFP is methylfluorescein phosphate); note: potency is the fitted concentration of half-maximal effect; % is set by controls: 0 for no effect and ±100 for the full control effect
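Eya2 protein (added as 0.2 uM solution) was preincubated with compound for 10 min at ambient temperature in 50 mM HEPES pH 7.5, 50 mM NaCl, 5 uM MgCl2, 0.05% BSA, 1 mM DTT. OMFP (added at 50 uM) then reacted 10 min; fluorescence read at 485/525 nm.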
TSG101-PTAP inh: blocks PTAP/TSG101 interaction to inhibit HIV-1 budding; Fluorescence polarization, FITC-PTAP peptide / Tsg101 binding; Potency, µM (top dose mostly 115 µM), for inactives: top-dose activity change, negative = inhibition, most hits filed as inhibitors; 340,000 tested, under 10 active; AID 493005; active = well fitted inhibition curve with a large enough effect in the main read-out, with a control signal flat, not every such curve was filed as active; inconclusive = small, poorly fitted or top-dose-only effect, or effect the other way, or a change in a side signal; inactive = no such curve, though single readings can be large or run the other way; note: potency is the fitted concentration of half-maximal effect; % of control where 0% means no effect
Target sequence (Q99816 whole entry, looked up): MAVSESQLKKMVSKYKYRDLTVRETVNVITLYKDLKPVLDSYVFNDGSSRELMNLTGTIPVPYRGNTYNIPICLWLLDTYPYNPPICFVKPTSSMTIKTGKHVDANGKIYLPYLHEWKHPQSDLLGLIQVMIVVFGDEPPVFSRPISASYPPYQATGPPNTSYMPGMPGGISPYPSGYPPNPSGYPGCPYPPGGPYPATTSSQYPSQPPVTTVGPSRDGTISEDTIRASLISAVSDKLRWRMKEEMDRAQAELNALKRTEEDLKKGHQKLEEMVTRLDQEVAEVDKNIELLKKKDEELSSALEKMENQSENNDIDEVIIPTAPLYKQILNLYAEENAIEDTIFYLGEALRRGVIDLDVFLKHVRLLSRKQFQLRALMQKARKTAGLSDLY
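FP read-out: FITC-PTAP peptide, 50 nM final, binding Tsg101 binding domain, 10 uM final; 20 min, r.t.; 10 mM HEPES pH 7.5, 0.15 M NaCl, 0.01% Tween 20, 3 mM EDTA, 0.1 mM TCEP.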
USP2a inh: inhibitors of human ubiquitin-specific protease USP2a | O75604 | USP2 core, Ub-CHOP2 coupled fluorogenic reporter, 485/531 | Potency, µM (doses to about 38.3 µM), without a hit: at the highest dose activity change, negative = inhibition, hits mostly inhibitors | 330,000 compounds, 0.01% hits;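 note: potency is the fitted concentration of half-maximal effect; plate controls were DMSO wells for no effect and full inhibition by NEM control for full effect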
Target sequence (O75604 whole entry, looked up): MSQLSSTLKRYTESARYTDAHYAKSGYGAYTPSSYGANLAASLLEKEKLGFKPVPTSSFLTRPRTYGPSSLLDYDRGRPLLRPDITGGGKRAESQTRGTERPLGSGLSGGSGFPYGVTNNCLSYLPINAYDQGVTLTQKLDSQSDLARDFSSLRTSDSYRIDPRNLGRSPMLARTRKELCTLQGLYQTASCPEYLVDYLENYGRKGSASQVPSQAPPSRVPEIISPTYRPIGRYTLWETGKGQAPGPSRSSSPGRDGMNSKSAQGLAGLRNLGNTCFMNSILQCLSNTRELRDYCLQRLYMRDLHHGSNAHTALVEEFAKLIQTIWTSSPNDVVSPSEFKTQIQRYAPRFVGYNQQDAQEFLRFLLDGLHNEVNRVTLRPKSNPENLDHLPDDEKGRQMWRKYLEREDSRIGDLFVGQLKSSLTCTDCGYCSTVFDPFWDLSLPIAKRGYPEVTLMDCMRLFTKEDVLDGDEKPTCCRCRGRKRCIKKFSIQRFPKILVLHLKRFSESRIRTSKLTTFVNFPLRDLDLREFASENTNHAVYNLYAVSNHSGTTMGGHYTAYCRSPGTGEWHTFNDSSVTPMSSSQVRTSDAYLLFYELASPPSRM
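USP2 core (10nM final) preincubated 30min RT with compound in 20mM Tris-HCl pH 8.0, 2mM CaCl2, 2mM beta-mercaptoethanol, 0.05% CHAPS; 25nM Ub-CHOP2 plus 25nM reporter substrate added, fluorescence (Ex485/Em531) read after 60min.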
Tb PFK inh: T. brucei PFK enzyme inhibition. O15648. T. brucei PFK, ADP-Glo luminescence. Potency, µM (series often up to 57.5 µM), for the others: at the top dose activity, negative = inhibition, hits mostly inhibitors. 330,000 compounds, 0.17% hits;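 note: potency is the fitted concentration of half-maximal effect; 0% = uninhibited 1x PFK enzyme wells and -100% = no-enzyme wells; nearly all actives have a fitted effect of over 60% in size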
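In TEA buffer at pH 8.0 with 5 mM MgCl2, enzyme (1.25 nM) converted F6P (0.5 mM) and ATP (0.1 mM) for 45 min at room temperature. ADP product was read by luciferase luminescence.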
Chronic BCR inh: blocks chronic active B-cell receptor signaling | ABC-DLBCL IkBa-CBG/CBR reporter, luminescence ratio, 4 h | Potency, µM (highest dose often 46.1 µM), inactives show at the top dose ratio change, negative = lower green/red ratio, most hits filed as inhibitors | 340,000 compounds, 0.05% hits | AID 493014; active = well fitted inhibition curve with a large enough effect in the signal ratio, with a control signal flat, not every such curve was filed as active; inconclusive = small, poorly fitted or top-dose-only effect, or effect the other way, or a change in a side signal; the % refers to the signal ratio;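 note: potency is the fitted concentration of half-maximal effect; plate controls were basal doxycycline-induced cells for no effect and cells given 10 µM MG132 for full effect; MG132 reads +100%, hits lower the ratio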
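Concentration-response series (up to 46 uM) were applied to TMD8 dual-reporter cells for 4 h at 37C with doxycycline. Green/red ratio, after filter-overlap correction, defined %Activity; red signal alone was normalised to basal cells and zero luminescence.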
* marks the source's active call; other numbers are inactive results; ? = inconclusive; nt = not tested or not shown; [ ] = dose if it differs, or a comment. Unless noted, calls come from the whole dose curve; as a rule, active = well fitted curve in the direction sought with a large enough effect; inconclusive = small, poorly fitted or top-dose-only effect, or another doubt; inactive = no such curve, though single readings can be large; an effect the other way counts as inactive or inconclusive.

SMILES	ELG1 repair inh	Mito fusion yeast	uPA surface inh	Chronic BCR inh	Eya2 phos inh	TCR act	TSHR antagonist	Tb PFK inh	TSG101-PTAP inh	USP2a inh	B2AR arrestin
CC(C)C[C@H](NC(=O)N1CCn2c1nc1ccccc12)C(=O)NCC1CCCO1 (stereo partly specified)	?	4%	-6%	-3%	2%	2%	-2	-1%	-3%	4%	-1.1%
C=CCN1C(=O)c2ccc(C(=O)N(C)CC(=O)Nc3ccccc3Cl)cc2C1=O	14%	3%	0%	4%	15%	4%	-7	0%	1%	0%	-0.3%
CN(CC(=O)Nc1ncn[nH]1)S(=O)(=O)c1ccc(Cl)cc1	-1%	0%	-3%	1%	-1%	2%	3	4%	-6%	4%	-0.2%
CCN(CC1COc2ccccc2O1)C(=O)c1ccc(Cl)c(S(=O)(=O)N2CC(C)OC(C)C2)c1 (stereo unspecified)	-10%	8%	1%	?	-5%	2%	-21	-5%	1%	1%	-1.9%
COc1ccc(CCNC(=O)C(=O)NCC2OCCN2S(=O)(=O)c2ccc(C)cc2)cc1OC (stereo unspecified)	?	7%	2%	?	-3%	8%	19	0%	-11%	-1%	-0.5%
CN1CCc2c(OCC(=O)NC3CCCCC3)cccc2C1=O	-5%	2%	6%	1%	3%	-13%	1	1%	nt	0%	-0.1%
C=CCn1c(=S)[nH]c2scc(-c3ccco3)c2c1=O	-9%	4%	3%	4%	2%	-40%	3	-12%	0%	0%	0.1%
COc1ccc(C(=O)Nc2nc(N3C(=O)c4ccccc4C3=O)n(-c3ccccc3)n2)cc1	12%	-2%	3%	?	-29%	-6%	-6	3%	0%	-1%	-0.2%
CCCNC(=O)[C@H](C)NC(=O)c1ccc(Br)cc1	7%	3%	-8%	2%	16%	-8%	1	-2%	0%	1%	-0.2%
Cc1ccc(CNC(=O)C2CCCCN2S(=O)(=O)c2ccccc2)cc1 (stereo unspecified)	-26%	1%	-1%	0%	?	2%	1	3%	-1%	1%	-0.9%
CC(C)(C)c1cc(Cl)ccc1OCCOCCN1CCCC1	-12%	-19%	5%	?	7%	0%	5	-4%	-2%	-2%	-0.4%
N#C/C(=C\c1cccnc1)C(=O)NC1CCCCC1	-11%	2%	-2%	3%	7%	-6%[46.1 µM]	19	2%	0%	-1%	9.4%
Cc1n[nH]c(=O)c2c(NC(=O)COC(=O)Cc3c(F)cccc3Cl)oc(C)c12	?	-1%	0%	0%	-8%	-2%	-10	0%	-2%	0%	-0.7%
O=S(=O)(NCCN1CCOCC1)c1cc(Cl)ccc1Cl	?	-1%	-2%	0%	-8%	12%	6	16%	-2%	0%	-0.1%
CCCCCCC1CC(C)(/C(C)=N/NC(N)=O)OC1=O (stereo unspecified)	1%	-3%	nt	-2%	8%	1%	-18	1%	-11%	2%	-0.5%
CCCCN(C/C=C/c1ccccc1OC)Cc1ccccc1	18%	-3%	1%	5%	3%	-22%	4	-9%	-1%	1%	0.3%
CCOC(=O)c1c(NC(=O)CN2CCN(C(=O)c3ccco3)CC2)sc(C)c1C	-5%	-1%	14%	2%	2%	1%	-5	0%	nt	-1%	-0.7%
COc1cc(NC(=S)NC(=O)CCc2ccccc2)cc(OC)c1	?	-1%	-18%	0%	1%	-3%	-7	-3%	nt	-8%	6.7%
COCCCN(C(=S)Nc1cccc(Cl)c1)C(C)c1ccncc1 (stereo unspecified)	-11%	8%	6%	1%	11%	-3%[46.1 µM]	36	-8%	-1%	-3%	0.0%
CCOc1ccccc1C(=O)Nc1cccc(-c2ccc(N3CCOCC3)nn2)c1	?	-26%	-4%	?	-2%	-19%	-9	0%	0%	2%	0.2%
CCOC(=O)C1=C(CN2CCN(C(=O)OCC)CC2)NC(=O)NC1c1ccc2c(c1)OCO2 (stereo unspecified)	?	-2%	-1%	-5%	-2%	-4%	6	3%	-3%	1%	0.4%
COc1cc(CN(C)Cc2nc3cc(C(F)(F)F)ccc3c(=O)[nH]2)ccc1OC(F)F	?	17%	-14%	-3%	-14%	-2%	-9	-2%	-9%	0%	0.1%
CCCc1nnc(SCC(=O)N2CCCC2)n1CC1CCCO1 (stereo unspecified)	0%	-2%	0%	1%	14%	5%	2	?	-5%	0%	3.1%
CC(=O)NC(CC(=O)c1ccc([N+](=O)[O-])cc1)C(Cl)(Cl)Cl (stereo unspecified)	1%	3%	0%	1%	5%	11%[46.1 µM]	7	13%	0%	3%	-0.2%
COc1cccc(OC)c1OCCNCC1COc2ccccc2O1 (stereo unspecified)	nt	3%	4%	nt	6%	-3%	10	nt	-10%	nt	nt
Nc1nc(NCCOCCO)nc(NCC2CCCO2)c1[N+](=O)[O-] (stereo unspecified)	9%	1%	19%	-13%	0%	-18%	-10	0%	-5%	1%	0.2%
COc1ccc(-c2cc(C(F)(F)F)nc(N3CCOCC3)n2)cc1OC	-30%	2%	3%	3%	-22%	-17%	-6	-4%	-3%	2%	-0.4%
CCN1C(=O)C(O)(CC(=O)c2ccc3c(c2)OCCO3)c2ccccc21 (stereo unspecified)	9%	-4%	7%	14%	10%	3%	18	-2%	-3%	0%	0.0%
CC(=O)c1ccc(S(=O)(=O)Nc2ccc(C(=O)N(C)CC(=O)Nc3cccc(C)c3C)cc2)cc1	-7%	-1%	2%	0%	-24%	10%	6	-13%	-1%	0%	-0.8%
COc1ccccc1C(=O)N/C(=C\c1ccc(Br)cc1)C(=O)N1CCCC1	?	5%	-4%	-21%	5%	1%	1	0%	-1%	2%	0.3%
COC(=O)c1ccc(CSc2nc3ccccc3s2)o1	?	10%	3%	?	6%	3%	-2	-4%	-8%	-2%	0.0%
O=C(c1cccc(Br)c1)c1conc1C(=O)c1ccco1	3%	?	-7%	?	4%	7%[46.1 µM]	0	-10%	-1%	1%	-0.3%
O=C(CCCc1nc2ccccc2s1)N1CCN(S(=O)(=O)c2cccs2)CC1	?	-5%	-5%	-1%	6%	-2%	-11	-4%	0%	0%	-0.3%
COc1ccccc1-c1nnc2sc(COc3ccc(Cl)cc3Cl)nn12	-1%	3%	-2%	?	-15%	-4%	69	-4%	-1%	-12%	-0.6%
CCCCOc1cccc(C(=O)Nc2ccc(S(=O)(=O)Nc3cc(C)on3)cc2)c1	0%	-1%	1%	?	7%	-4%	1	2%	-2%	-4%	-0.4%
C/C(=N\OC(=O)c1ccc(Cl)c(Cl)c1)c1sc(C)nc1C	1%	-1%	5%	9%	-20%	-17%	9	6%	1%	1%	0.1%
COc1ccc(S(=O)(=O)N(C)c2ccc(C(=O)NCCC(C)C)cc2)cc1	2%	6%	-10%	?	-26%	nt	10	1%	-14%	-4%	0.0%
O=C(CSc1nnnn1-c1ccccc1)Nc1nsc(-c2ccccc2)n1	2%	-4%	10%	2%	-2%	nt	-2	2%	-10%	1%	-0.2%
C=CCOC(=O)C1=C[C@H](C2CCCCC2)[C@@H](CCCO)[C@H](OCC)O1	-2%	15%	22%	15%	-23%	5%	16	1%	nt	-7%	-0.6%
COC(=O)c1cccc(NC2CC(=O)N(c3ccc(OC)c(OC)c3)C2=O)c1 (stereo unspecified)	-1%	3%	4%	1%	-14%	4%	6	0%	-4%	0%	-0.4%
Nc1ccnn1Cc1ccncc1	6%	1%	16%	4%	7%	-4%	-2	-5%	5%	-1%	-0.7%
CC(C)CCNC(=O)CCn1nc(-c2ccc(Cl)cc2)ccc1=O	-1%	24%	3%	0%	6%	1%	18	1%	-7%	6%	0.4%
CCCn1c(SCC(=O)Nc2cccc(C)n2)nnc1C(C)C	10%	-1%	1%	5%	9%	-4%	36	-4%	-3%	0%	-0.7%

Screening data as filed in PubChem BioAssay.
